Screening results (PubChem)
NPR2 activator = GC-B (human) receptor activation; P20594; HEK293-GC-B cells, CNP EC30, cGMP TR-FRET; 0% at EC30 CNP, 100% saturating CNP; activation, % at 10 µM; 0.11% of 370,000 active; AID 1920062;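 active = activation at 10 µM reaching about 35% in either raw or pattern-adjusted values, limit read from the data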
Target sequence (P20594 whole entry, looked up): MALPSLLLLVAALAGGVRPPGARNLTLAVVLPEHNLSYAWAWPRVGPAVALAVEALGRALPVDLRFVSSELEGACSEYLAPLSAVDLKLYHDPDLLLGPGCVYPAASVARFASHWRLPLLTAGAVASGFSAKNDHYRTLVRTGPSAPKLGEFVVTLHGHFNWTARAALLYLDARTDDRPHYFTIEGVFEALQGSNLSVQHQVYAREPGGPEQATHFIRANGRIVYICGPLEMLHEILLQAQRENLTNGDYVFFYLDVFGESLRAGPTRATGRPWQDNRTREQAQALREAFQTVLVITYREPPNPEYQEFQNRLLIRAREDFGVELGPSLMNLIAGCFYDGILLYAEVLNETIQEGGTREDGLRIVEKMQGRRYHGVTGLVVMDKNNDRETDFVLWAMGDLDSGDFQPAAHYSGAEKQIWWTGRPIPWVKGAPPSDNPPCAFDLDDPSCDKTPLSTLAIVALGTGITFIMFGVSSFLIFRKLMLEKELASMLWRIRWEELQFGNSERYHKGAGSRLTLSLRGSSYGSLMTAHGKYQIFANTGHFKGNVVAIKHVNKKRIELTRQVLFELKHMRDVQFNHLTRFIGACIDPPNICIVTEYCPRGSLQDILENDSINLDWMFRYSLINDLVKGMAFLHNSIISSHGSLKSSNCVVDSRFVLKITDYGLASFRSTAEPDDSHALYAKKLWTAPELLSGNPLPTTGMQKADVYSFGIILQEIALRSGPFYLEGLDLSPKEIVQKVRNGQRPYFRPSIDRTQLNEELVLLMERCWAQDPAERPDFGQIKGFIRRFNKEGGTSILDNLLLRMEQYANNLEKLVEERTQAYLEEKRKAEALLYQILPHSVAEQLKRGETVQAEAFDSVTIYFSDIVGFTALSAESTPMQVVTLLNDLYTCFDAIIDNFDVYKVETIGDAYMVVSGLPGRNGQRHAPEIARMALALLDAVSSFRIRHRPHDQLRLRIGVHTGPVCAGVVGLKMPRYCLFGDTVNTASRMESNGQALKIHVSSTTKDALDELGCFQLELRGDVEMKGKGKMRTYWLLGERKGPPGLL
ARFGAP1 inhibitor = rat ARFGAP1 inhibition; Arfgap1-stimulated ARF1 GTP hydrolysis, GDP FP detection; Q62848; 0.26% of 360,000 active; AID 651572; inhibition, % at 16.5 µM;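 active = inhibition above a per-plate limit, mean inhibition of low control wells plus 3 SD, cut at about 25% in these data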;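 also: 0% = DMSO wells with enzyme and 100% = wells lacking Arfgap1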
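System: truncated rat Arfgap1 GAP domain / Benchmarks: high control wells lacking Arfgap1, low control full reaction with DMSO / Times: compound-enzyme preincubation 20 min, reaction 120 min, detection 60 min, 25 °C / Repeats: one replicate per compound / Also added: human ARF1(Δ1-17)-GTP substrate / Measured by: Tracer-displacement fluorescence polarization with EDTA stop, 620/688 nm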
sPLA2-III inh = Inhibits HGIII-sPLA2 liposome hydrolysis, primary screen. QFRET BODIPY PC-A2 liposome hydrolysis, fluorescence. inhibition, % at 12.2 µM. 0.56% of 370,000 active. AID 743126;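 active = inhibition above mean plus 3 SD of compounds lying within the high and low control bounds, cut at about 19% in these data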;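 also: 0% = median of test compound wells and 100% = no enzyme DMSO wells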
ADAM10 inh = inhibits human ADAM10 | O14672 | recombinant ADAM10, EDANS/DABCYL FRET peptide cleavage, 3 h | 0.62% of 370,000 active | inhibition, % at 7 µM;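 active = inhibition above a per-campaign cutoff equal to the mean of compounds falling between control-based bounds plus 3 SD, cut at about 20% in these data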;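 also: 0% = DMSO wells while the 100% control is not disclosed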
ASAP1 GAP inh = inhibitors of human ASAP1 ArfGAP activity | ASAP1-stimulated ARF1 GTP hydrolysis, GDP FP detection | Q9ULH1 | inhibition, % at 16.5 µM | 0.19% of 360,000 active; in the data active = inhibition above about 25%;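 also: 0% = vehicle with enzyme and substrate and 100% = no enzyme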
rCAG RNA binder = binds r(CAG) RNA repeats. 1.3% of 370,000 active. AID 651821. inhibition, % at 3 µM. r(CAG) RNA repeat, TO-PRO-1 dye displacement fluorescence;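 active = inhibition above the plate cutoff, the mean of all test compounds on that plate plus 3 SD, cut at about 35% in these data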;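 also: 0% = DMSO alone and 100% = 100 µM mitoxantrone as full dye displacement; higher means more dye released from RNA so lower well fluorescence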
NPR1 activator = GC-A (human) enzyme activation; P16066; HEK293 GC-A cells, cGMP TR-FRET, EC30 ANP; 0% at EC30 ANP, 100% saturating ANP; activation, % at 10 µM; 0.14% of 370,000 active; in the data active = activation above about 40%
Tn6 DDE FP = disrupts Tn6 cyclic peptide binding to fibrin D-Dimer-E complex | P02675 | Fibrin DD(E) TRITC-Tn6 fluorescence polarization displacement | inhibition, % at 8.3 µM | 0.21% of 370,000 active | AID 720509;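 active = inhibition above a per-campaign cutoff: mean of compounds within control limits plus 3 SD, cut at about 15% in these data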;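 also: 0% = median of all compound wells on the plate and 100% = blocking peptide control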
GAA850 FXN act = increases GAA850 frataxin promoter reporter activity; 0.56% of 360,000 active; activation, % at 6 µM; HEK293 lucGAA850 FXN promoter luciferase reporter, 24 h; percent of 10 µM SAHA response;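 active = activation above the average of all compounds screened plus 3 SD, cutoff fixed separately per campaign, cut at about 7.5% in these data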;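 also: 0% = DMSO wells and 100% = 10 µM SAHA wells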
proKLK7 act = activates the human kallikrein-7 zymogen | 0.9% of 370,000 active | P49862 | activation, % at 7 µM | purified proKLK7, EDANS-DABCYL substrate fluorescence; 100% is mature enzyme control, 0% vehicle;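 active = activation above the mean of all tested compounds plus 3 SD, computed per campaign excluding outliers beyond control limits, cut at about 13% in these data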
* marks the source's active call; other numbers are inactive results; x = not tested or not shown.

Structure	NPR2 activator	ARFGAP1 inhibitor	sPLA2-III inh	ADAM10 inh	ASAP1 GAP inh	rCAG RNA binder	NPR1 activator	Tn6 DDE FP	GAA850 FXN act	proKLK7 act
O=S(=O)(NC(=NC1CCCCC1)c1ccccc1F)c1ccccc1	-1	8	5	0	2	-6	-7	-2	1.3	-0.1
Cc1ccc(C(=O)O/N=C(\N)c2ccc(Br)cc2)cc1	-4	12	5	-9	10	0	9	-3	5.2	-0.7
O=C(NC1CCCCCC1)C1CCN(C(=O)Cc2ccccc2)CC1	3	-1	4	-2	5	-2	6	1	2.4	0.6
Cc1ccc(-n2ncc3c(SCC(=O)NNC(=O)c4ccco4)ncnc32)cc1	-4	-9	4	4	-15	7	13	1	2.1	0.3
Cc1ccc(SCC(=O)Nc2c(Br)cnn2C)cc1	3	5	-4	2	6	-3	0	12	-0.1	0.2
O=C(CCC1CCCN(C(=O)c2ccsc2)C1)NCc1ccc(F)c(F)c1 (stereo not given)	0	12	1	6	-5	-6	-3	2	-0.6	0.3
COCCN(Cc1cc2cc3c(cc2nc1Cl)OCO3)C(=O)c1cccc(C)c1	-14	-6	-3	-9	-3	-5	-9	-5	1.0	0.1
CCOc1ccc(CN2CCC(n3nccc3NC(=O)CCCc3ccccc3)CC2)cc1	-5	2	-14	-8	-7	-10	-3	5	0.3	0.4
Cc1cc(C)n2c(NC3CCCCC3)c(-c3ccccn3)nc2n1	2	5	13	-37	-6	3	-2	4	x	1.4
CCn1cc(CN2CCc3c([nH]c4ccccc34)C2c2cccc(OC)c2)c(C)n1 (stereo not given)	0	-10	-13	-21	3	-7	-7	5	-2.0	3.9
CC(Sc1ccc(Br)cc1)C(N)=O (stereo not given)	3	3	-1	-21	-6	1	2	1	2.4	0.0
FC(F)(F)c1ccc(C2Nc3cccc4cccc(c34)N2)cc1	-8	4	4	13	10	17	3	4	0.7	-0.3
Cn1c(N)c(C(=O)COC(=O)c2nc(Cl)ccc2Cl)c(=O)n(C)c1=O	0	-12	-6	-1	-12	0	5	-1	0.7	-0.2
COC(=O)C1Cc2c([nH]c3ccccc23)CN1 (stereo not given)	-5	6	-4	-259	5	2	1	-1	2.3	19*
CC(=O)Nc1ccc(S(=O)(=O)Nc2nc3n(n2)C(c2ccccc2)CC(=O)N3)cc1 (stereo not given)	6	4	-3	-1	-11	3	0	2	-1.5	-0.6
Cc1cccc(NC(=O)CNC(=O)c2cccs2)n1	-2	-2	8	-10	4	-2	-1	5	-0.5	0.2
O=C(CSc1nnc(-c2ccccc2)n1Cc1ccco1)Nc1ccc(OCc2ccccc2)cc1	7	x	-7	37*	x	8	-2	-9	x	0.7
COCc1cc(C)nc(SCC(=O)N2CCC(C)CC2)c1C#N	7	-3	0	-2	-14	-3	5	-1	0.1	0.2
COc1cc(-c2nc(CN3CCCCC3CCNC(C)=O)c(C)o2)ccc1F (stereo not given)	4	5	0	2	2	-6	0	5	-0.3	-0.4
COc1ccc(CCNC(=O)c2cc3ccccn3n2)c(OC)c1OC	2	-19	15	-15	5	0	4	-3	0.0	-0.2
Cc1oc(=O)c(NC(=O)c2ccccc2)cc1C(N)=O	0	-6	-1	0	12	3	-2	-2	1.2	-0.6
CCOc1ccc(CN(C(=O)c2ccco2)C2CCS(=O)(=O)C2)cc1 (stereo not given)	1	-10	-6	6	2	2	1	-4	4.1	0.1
CCOC(=O)c1cccc(NC(=O)C2CCN(S(=O)(=O)c3cnc[nH]3)CC2)c1	1	-14	-21	-5	-6	0	1	4	0.0	0.8
CC(C)c1ccc(CNc2nc3nc4c(c(=O)n3[nH]2)CCC4)cc1	1	-5	4	0	-6	-1	-1	-6	1.6	-0.2
CCN(CC)C(=O)Cn1cc(C(=O)C(=O)NCc2cccnc2)c2ccccc21	0	7	-4	-25	-12	-1	-1	4	1.2	0.3
CN(C)[C@@H]1CCN(c2cccc3c2S(=O)(=O)N2CC[C@H](C2)O3)C1	0	x	-2	-2	x	2	4	-3	x	-0.1
CCCCc1nc2cc(C(=O)N3CCCCC3CC(=O)OCC)ccc2o1 (stereo not given)	0	-7	-19	3	-3	-12	2	1	3.4	0.3
COC(=O)c1ccccc1COc1cccn2c(N(C)CC3CC3)c(C)nc12	-2	-17	4	2	0	2	-3	-1	2.8	-0.2
Cc1cccc(NC(=O)CCNC(=O)c2ccccc2)c1	0	1	1	-5	-3	-7	-5	0	-1.7	-0.3
CC(Sc1ccccc1)C(=O)Nc1ccc(S(=O)(=O)N2CCOCC2)cc1 (stereo not given)	0	-14	-6	9	7	9	3	1	0.4	0.0
COc1ccc2c(c1)c(/C=N/Nc1nc3ccccc3[nH]1)c(C)n2C	-2	24	-1	20	4	17	2	-27	-1.9	-1.7
CCc1nc2c(OCc3ccccc3C(=O)OC)cccn2c1N(C)C(=O)c1ccncc1	9	9	1	-14	-8	-1	2	-3	-0.2	-0.1
O=C(c1cc(-c2ccc(Br)cc2)on1)N1CCOCC1	0	0	0	5	-3	-1	2	-3	3.4	-0.5
O=C(NC1CCCCC1)c1cc(S(=O)(=O)N2CCOCC2)c(Cl)cc1Cl	8	1	2	3	-15	0	-2	7	1.3	-0.5
COc1ccccc1-n1c(SCC(=O)Nc2cccc(C(=O)O)c2)nnc1-c1ccccc1O	-4	6	-15	0	-1	16	0	0	0.5	-0.5
c1nc(NCC2CC2)c2cc(-c3ccc4c(c3)OCO4)ccc2n1	15	x	-15	-149	x	x	7	-24	x	x
COc1ccccc1-c1cn[nH]c1-c1ccc(OCc2ccccc2F)cc1O	-2	-3	-28	14	9	3	0	-15	-1.1	-0.9
Cc1c(F)cccc1NS(=O)(=O)c1ccc2c(c1)NC(=O)CO2	4	1	-10	1	-1	-2	0	-4	-0.1	-0.1
COc1ccc(-c2nnc(SCC(=O)Nc3cc(S(=O)(=O)N4CCCCC4)ccc3Cl)n2N)cc1	0	6	-14	2	4	3	4	1	1.0	-0.5
Cc1cc2c3c(c1)C1(C(=O)N3C(C)(C)CC2C)C(C#N)=C(N)OC2=C1C(=O)CC(C)(C)C2 (stereo not given)	-3	5	7	-1	-6	-1	-10	-6	0.1	0.1

Three compounds out of the list above, arranged by their value in Tn6 DDE FP, falling.
| Structure | Tn6 DDE FP |
| --- | --- |
| O=C(NC1CCCCC1)c1cc(S(=O)(=O)N2CCOCC2)c(Cl)cc1Cl | 7 |
| COc1ccccc1-n1c(SCC(=O)Nc2cccc(C(=O)O)c2)nnc1-c1ccccc1O | 0 |
| c1nc(NCC2CC2)c2cc(-c3ccc4c(c3)OCO4)ccc2n1 | -24 |

Remaining list, next part
Structure	NPR2 activator	ARFGAP1 inhibitor	sPLA2-III inh	ADAM10 inh	ASAP1 GAP inh	rCAG RNA binder	NPR1 activator	Tn6 DDE FP	GAA850 FXN act	proKLK7 act
CC(C)C(=O)Nc1nnc(COc2ccc(Cl)cc2)s1	0	-5	10	2	4	-5	8	0	4.9	-0.1
COc1cccc(C(C2=C(O)CC(C)(C)CC2=O)C2C(=O)CC(C)(C)CC2=O)c1 (stereo not given)	2	-3	9	-7	-8	-4	0	2	-0.1	0.2
COc1ccc(C2=Nc3nc(-c4ccccc4)cn3C(c3ccc(OC)cc3)C2)cc1 (stereo not given)	-1	4	-17	-232	-12	15	6	0	-2.6	-29
Cc1cccc(C)c1NC(=S)N(CCN(C)C)C(C)c1cccnc1 (stereo not given)	0	4	0	5	3	-3	0	-1	1.3	-0.4
Cc1ccc(C)c(N2CCN(C(=O)CCCCCn3c(=S)[nH]c4ccc(N5CCOCC5)cc4c3=O)CC2)c1	-2	-15	-3	-58	8	9	-3	0	-10	-5.5
CS(=O)(=O)N(CC(=O)Nc1ccc2c(c1)OCO2)Cc1ccccc1	-1	11	4	1	-4	2	0	2	1.5	-0.5
COC(=O)c1ccccc1NC(=O)Nc1ccc(Br)cn1	2	5	-4	-7	-4	0	2	-7	1.7	0.2
COC(=O)c1[nH]c(C)c(/C(O)=C2\C(=O)C(=O)N(CCCN3CCOCC3)C2c2ccccn2)c1C (stereo not given)	8	-3	1	1	-13	1	-3	-8	2.1	1.1
CCOC(=O)C1=CN(Cc2cccc(-c3ccc(F)cc3)c2)S(=O)(=O)N(C)C1C (stereo not given)	0	9	-7	-11	2	5	-1	5	0.9	0.4
O=C(CCCC(=O)N(c1ccc2c(c1)OCCO2)C(C(=O)NC1CCCCC1)c1ccc(F)cc1)Nc1ccccn1 (stereo not given)	-1	10	3	-5	-7	-2	-4	4	-3.0	-0.2
Cc1nn(-c2ccccc2)c(Cl)c1/C=C(\C#N)C(=O)NC(C)C	1	-5	0	3	-1	-6	5	-1	2.5	-0.1
O=C(NN=C1CCN(Cc2ccccc2)CC1)C(O)c1ccccc1 (stereo not given)	5	-5	-2	1	7	-1	3	5	-0.2	-0.5
N=C1C(c2ccc(Br)cc2)=C(O)C2CCc3ccccc3N12 (stereo not given)	0	4	-2	-7	10	-2	2	0	0.2	-0.2
CC(=O)c1ccc(C(=O)NC2CCCN(Cc3ccccc3F)C2)cc1 (stereo not given)	2	0	-5	0	8	-4	1	3	-0.3	0.5
O=C(Nc1cc(Br)c(O)c(Br)c1)c1cccc(NC(=O)c2ccco2)c1	-9	1	1	-1	2	10	-6	1	1.2	0.0
COC(=O)c1ccc2nc(-c3ccc(F)cc3)c(Cc3ccccc3)n2c1	25	-1	-1	-115	-11	7	23	1	x	-4.6
COc1cc(NC(=O)CCc2ccccc2)c(C(=O)O)cc1OC	2	-1	0	-3	0	4	1	3	-0.8	-0.2
COc1ccc(Cn2c(CCC(=O)NCCC(C)C)nc3ncccc3c2=O)cc1	3	0	1	3	-7	-4	8	9	0.5	-0.5
CCn1c(=O)cc(OCC(=O)Nc2nc(C)cs2)c2ccccc21	8	-11	5	-32	2	1	-4	1	-1.4	0.0
O=C(Cn1c2c(sc1=O)C1c3ccccc3OCC1CS2)Nc1ccc(Cl)cc1 (stereo not given)	-2	2	7	1	4	3	-2	-6	-0.7	0.0
CCNC(=O)C1(C)CCN(Cc2ccccc2-c2ccccc2)C1 (stereo not given)	-1	8	-5	5	5	2	2	-2	-1.1	-5.4
O=C(NCCC(F)(F)F)c1cccc2c(-c3ccc(F)c(F)c3)coc12	6	14	-5	-10	1	1	0	-5	2.2	0.1
CC(C)C[C@@H]1NC(=O)[C@H](Cc2ccccc2)N(C)C(=O)[C@H](C)NC(=O)c2ccccc2NC(=O)[C@H](Cc2ccc(O)cc2)N(C)C1=O	4	9	-30	-4	6	13	-2	-2	-10	-0.2
O=C(O)CCCCCN1C(=O)c2ccc(C(=O)O)cc2C1=O	-8	-5	-3	5	0	3	1	-8	-0.2	-0.2
CCCc1cc(=O)n(-c2nc3ccccc3s2)[nH]1	-1	5	-1	-1	-8	17	-1	10	1.2	0.1
